CHRM5 antagonist: CHRM5 antagonism in calcium assay. P08912. CHO-hM5 cells, Fluo-8 calcium fluorescence, ACh EC80. inhibition, % at 3 µM. 360,000 compounds, 0.59% hits. AID 624040;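 active means inhibition above a per-plate cutoff, the mean of that plate's test compounds plus 3 SD, cut at about 27% in these data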;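 further: 0% = acetylcholine EC80 with DMSO and 100% = DMSO without agonist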
Target sequence (P08912 whole entry, looked up): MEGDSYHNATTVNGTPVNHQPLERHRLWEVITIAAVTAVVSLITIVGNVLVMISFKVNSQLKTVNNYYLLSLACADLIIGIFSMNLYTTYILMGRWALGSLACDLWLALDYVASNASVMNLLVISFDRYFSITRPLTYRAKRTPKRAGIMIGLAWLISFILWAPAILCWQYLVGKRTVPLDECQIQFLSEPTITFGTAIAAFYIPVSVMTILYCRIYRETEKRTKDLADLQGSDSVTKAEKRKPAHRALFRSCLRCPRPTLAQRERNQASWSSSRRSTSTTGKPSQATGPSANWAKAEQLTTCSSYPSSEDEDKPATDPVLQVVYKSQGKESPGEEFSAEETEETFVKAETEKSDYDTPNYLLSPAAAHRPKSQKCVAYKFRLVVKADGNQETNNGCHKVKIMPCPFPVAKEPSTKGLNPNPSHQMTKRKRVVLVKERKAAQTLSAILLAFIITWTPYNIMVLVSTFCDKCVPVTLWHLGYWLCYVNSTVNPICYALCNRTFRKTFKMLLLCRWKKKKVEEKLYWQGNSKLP
M4 ag: agonists of human muscarinic M4 receptor (CHRM4) | CHO-K1 hM4/Gqi5, Fluo-8 calcium fluorescence; vehicle 0%, full acetylcholine response 100% | P08173 | AID 624127 | 360,000 compounds, 0.14% hits | activation, % at 3 µM;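 active means activation above the run mean over all test wells plus 3 SD, cut at about 32% in these data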;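 further: peak over basal fluorescence ratio per well then scaled between controls; 0% = DMSO wells and 100% = acetylcholine at EC100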
Target sequence (P08173 whole entry, looked up): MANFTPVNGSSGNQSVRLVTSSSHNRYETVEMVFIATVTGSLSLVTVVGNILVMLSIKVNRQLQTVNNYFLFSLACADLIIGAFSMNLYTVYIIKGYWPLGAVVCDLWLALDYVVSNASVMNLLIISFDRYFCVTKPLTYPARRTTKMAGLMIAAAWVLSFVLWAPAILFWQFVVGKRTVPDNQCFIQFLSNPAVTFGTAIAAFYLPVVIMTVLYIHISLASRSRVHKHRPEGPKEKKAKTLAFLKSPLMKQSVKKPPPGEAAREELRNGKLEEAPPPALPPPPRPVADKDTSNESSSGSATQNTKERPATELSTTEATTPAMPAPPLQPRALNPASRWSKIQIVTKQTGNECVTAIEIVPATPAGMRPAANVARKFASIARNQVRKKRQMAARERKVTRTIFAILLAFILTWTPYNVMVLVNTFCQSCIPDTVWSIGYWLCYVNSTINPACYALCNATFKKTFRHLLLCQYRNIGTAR
M5 PAM: potentiates acetylcholine response at human M5 receptor. CHO-K1 hM5, Fluo-8 calcium, ACh EC20 PAM; 0% = ACh EC20, 100% = ACh EC100. 360,000 compounds, 0.3% hits. AID 624038. activation, % at 3 µM;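 active means activation above the run cutoff, the mean activation of all test compounds plus 3 SD, cut at about 18% in these data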
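Assay system – human M5 receptor in CHO-K1 cells · Read-out – % activation, ACh-normalized · Technique – Fluo-8 calcium fluorescence · Dosing – single-point, 3 µM nominal · Incubation – Fluo-8 loading 80 min at 37 °C plus 30 min room temperature · Repeats – singlicate, one well per test compound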
CHO-K1 Ca ag: counter-screen for M1 agonists: effect in parental CHO-K1 cells | Fluo-8 calcium fluorescence; scaled to maximal ATP response, vehicle zero | activation, % at 3 µM | 360,000 compounds, 0.48% hits | AID 602248; in the data active means activation above about 15%;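 further: untransfected CHO-K1 host cells lacking M1 receptor as counterscreen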
CHRM4 antagonist: antagonists of human muscarinic M4 receptor (CHRM4). inhibition, % at 3 µM. CHO-hM4 cells, ACh EC80, Fluo-8 calcium fluorescence. 360,000 compounds, 0.73% hits;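 active means inhibition above its plate's cutoff, the mean inhibition of sample wells plus 3 SD, cut at about 27% in these data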;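 further: 0% = acetylcholine EC80 with DMSO and 100% = DMSO without agonist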
CHO-K1 Ca antag: nonselective inhibitor or artifact in parental CHO-K1 cells; AID 602250; ATP-induced calcium, Fluo-8 fluorescence; 360,000 compounds, 0.6% hits; inhibition, % at 3 µM;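 active means inhibition above a per-plate cutoff, the plate's mean sample inhibition plus 3 SD, cut at about 24% in these data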;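 further: 0% = DMSO plus EC80 ATP and 100% = DMSO alone without ATP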
M1 PAM parental: nonselective activator or artifact in parental CHO-K1 calcium assay; AID 602247; ATP EC20, Fluo-8 calcium fluorescence; 0% at ATP EC20, 100% at ATP max; activation, % at 3 µM; 360,000 compounds, 0.02% hits;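 active means activation above the run cutoff, the mean activation of all test compounds plus 3 SD, cut at about 40% in these data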;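 further: peak over basal fluorescence ratio in a 140 s read after ATP addition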
CHRM4 PAM: CHRM4 positive allosteric modulation; CHO-K1 hM4/Gqi5, Fluo-8 calcium fluorescence, ACh EC20; 0% = ACh EC20, 100% = maximal ACh; activation, % at 3 µM; 360,000 compounds, 0.4% hits; AID 624126;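 active means activation above its plate's cutoff, the mean activation of sample wells plus 3 SD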; further: some results filed as inactive read as strong as hits
CHRM5 agonist: agonists of human muscarinic M5 receptor (CHRM5); P08912; CHO-K1 hM5 cells, Fluo-8 calcium fluorescence; 0% DMSO wells, 100% maximal acetylcholine response; activation, % at 3 µM; 360,000 compounds, 0.19% hits;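 active means activation above the run's mean over test compounds plus 3 SD, cut at about 23% in these data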;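 further: signal is peak over basal fluorescence ratio across the kinetic read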
* = called active by the depositor.

What do the screens show for `OCC[C@H]1C[C@H](O)[C@@H](O)[C@]2(CCc3ccccc3O2)O1`?
CHRM5 antagonist: 6; M4 ag: 0; M5 PAM: 3; CHO-K1 Ca ag: 0.6; CHRM4 antagonist: 0; CHO-K1 Ca antag: -8; M1 PAM parental: 2; CHRM4 PAM: -2; CHRM5 agonist: 0

What do the screens show for `Cc1[nH]n(-c2ccc(Cl)c(Cl)c2)c(=O)c1CCO`?
CHRM5 antagonist: 8; M4 ag: 3; M5 PAM: 2; CHO-K1 Ca ag: 0.3; CHRM4 antagonist: -13; CHO-K1 Ca antag: 6; M1 PAM parental: 4; CHRM4 PAM: 18; CHRM5 agonist: 0

What do the screens show for `O=C(NC1CCCCC1)C12CC3CC(C1)CC(n1cncn1)(C3)C2`?
CHRM5 antagonist: 11; M4 ag: 1; M5 PAM: -1; CHO-K1 Ca ag: 0.9; CHRM4 antagonist: 8; CHO-K1 Ca antag: 22; M1 PAM parental: -9; CHRM4 PAM: 1; CHRM5 agonist: -2

Results for Cc1ccc(C2(C)NC(=O)N(CC(=O)NC(C)c3ccccc3)C2=O)cc1 (stereo unspecified) ?
CHRM5 antagonist: 10; M4 ag: 2; M5 PAM: -1; CHO-K1 Ca ag: 1.0; CHRM4 antagonist: 2; CHO-K1 Ca antag: 2; M1 PAM parental: 10; CHRM4 PAM: 7; CHRM5 agonist: -4

How did COC(=O)C1=C(CS(=O)(=O)c2ccc(C)cc2)NC(=O)NC1c1ccc(OC)c(OC)c1 (stereo unspecified) do in these assays?
CHRM5 antagonist: 6; M4 ag: -1; M5 PAM: 6; CHO-K1 Ca ag: 0.2; CHRM4 antagonist: 6; CHO-K1 Ca antag: 7; M1 PAM parental: 11; CHRM4 PAM: -1; CHRM5 agonist: -2

What do the screens show for `N#CCCN(C(=O)COC(=O)c1n[nH]c2ccccc12)c1ccccc1`?
CHRM5 antagonist: 9; M4 ag: 2; M5 PAM: -1; CHO-K1 Ca ag: 1.1; CHRM4 antagonist: -1; CHO-K1 Ca antag: -13; M1 PAM parental: 6; CHRM4 PAM: 4; CHRM5 agonist: 4

Results for COCCCNS(=O)(=O)c1ccc2[nH]c3c(c2c1)CCCCC3 ?
CHRM5 antagonist: 5; M4 ag: 7; M5 PAM: -6; CHO-K1 Ca ag: 3.9; CHRM4 antagonist: -4; CHO-K1 Ca antag: 12; M1 PAM parental: 2; CHRM4 PAM: -4; CHRM5 agonist: 6

Results for CCN(CC)C(c1ccc(F)cc1)c1nnnn1C1CCCCC1 (stereo unspecified) ?
CHRM5 antagonist: -1; M4 ag: -4; M5 PAM: 6; CHO-K1 Ca ag: 0.2; CHRM4 antagonist: -1; CHO-K1 Ca antag: -6; M1 PAM parental: 16; CHRM4 PAM: -1; CHRM5 agonist: -6

What do the screens show for `CCN1C/C(=C\c2cccc([N+](=O)[O-])c2)C(=O)/C(=C/c2cccc([N+](=O)[O-])c2)C1`?
CHRM5 antagonist: 1; M4 ag: 1; M5 PAM: -3; CHO-K1 Ca ag: -0.4; CHRM4 antagonist: 9; CHO-K1 Ca antag: 4; M1 PAM parental: 12; CHRM4 PAM: 0; CHRM5 agonist: -2

How did O=C1CC(c2ccccc2)CC(O)=C1C=NCCN1CCNCC1 (stereo unspecified) do in these assays?
CHRM5 antagonist: 2; M4 ag: 0; M5 PAM: 2; CHO-K1 Ca ag: 0.4; CHRM4 antagonist: 9; CHO-K1 Ca antag: -3; M1 PAM parental: 14; CHRM4 PAM: -16; CHRM5 agonist: -8

Results for Cc1ccc(S(=O)(=O)N2CCN(C(=O)CSc3cc(C)ccc3C)CC2)c(C)c1 ?
CHRM5 antagonist: -1; M4 ag: 1; M5 PAM: 3; CHO-K1 Ca ag: 2.1; CHRM4 antagonist: -5; CHO-K1 Ca antag: -6; M1 PAM parental: 23; CHRM4 PAM: 19*; CHRM5 agonist: -1

How did CC1CN(S(=O)(=O)c2ccc(C(=O)NC3CCCCC3)cc2)CC(C)O1 (stereo unspecified) do in these assays?
CHRM5 antagonist: 0; M4 ag: 1; M5 PAM: 1; CHO-K1 Ca ag: 0.4; CHRM4 antagonist: -5; CHO-K1 Ca antag: -7; M1 PAM parental: -5; CHRM4 PAM: -1; CHRM5 agonist: 2

Results for CSc1nc(C)c(CCOC(=O)c2cccc(Cl)c2)c(=O)[nH]1 ?
CHRM5 antagonist: 9; M4 ag: 2; M5 PAM: -2; CHO-K1 Ca ag: 0.5; CHRM4 antagonist: -2; CHO-K1 Ca antag: -11; M1 PAM parental: -21; CHRM4 PAM: 6; CHRM5 agonist: -3

Results for O=S(=O)(Nc1cc(F)ccc1F)c1cccc2nsnc12 ?
CHRM5 antagonist: 7; M4 ag: 0; M5 PAM: -2; CHO-K1 Ca ag: -0.3; CHRM4 antagonist: 3; CHO-K1 Ca antag: 13; M1 PAM parental: -9; CHRM4 PAM: 1; CHRM5 agonist: -17

Results for CCN(CC)c1ccc(NC(=O)C2=CC=CN3CCS(=O)(=O)N=C23)cc1 ?
CHRM5 antagonist: -5; M4 ag: 0; M5 PAM: -1; CHO-K1 Ca ag: 0.0; CHRM4 antagonist: 7; CHO-K1 Ca antag: -5; M1 PAM parental: -8; CHRM4 PAM: -1; CHRM5 agonist: 0

What do the screens show for `CCOC(=O)c1cccc(NC(=O)Cn2cc3c(n2)CCC(C)C3)c1` (stereo unspecified)?
CHRM5 antagonist: 0; M4 ag: 1; M5 PAM: -5; CHO-K1 Ca ag: -0.1; CHRM4 antagonist: -8; CHO-K1 Ca antag: 5; M1 PAM parental: -6; CHRM4 PAM: -2; CHRM5 agonist: 2

How did CCOc1cc(NC(=O)c2cccs2)c(OCC)cc1NC(=O)c1cccnc1 do in these assays?
CHRM5 antagonist: 2; M4 ag: 0; M5 PAM: -2; CHO-K1 Ca ag: 0.1; CHRM4 antagonist: 0; CHO-K1 Ca antag: -10; M1 PAM parental: 6; CHRM4 PAM: -4; CHRM5 agonist: 2

How did Cc1ccc(C(=O)NNC(=S)NC(=O)COc2ccccc2)cc1 do in these assays?
CHRM5 antagonist: 7; M4 ag: 0; M5 PAM: -5; CHO-K1 Ca ag: 1.4; CHRM4 antagonist: 8; CHO-K1 Ca antag: 7; M1 PAM parental: 3; CHRM4 PAM: -3; CHRM5 agonist: 0

How did CC(C)CC#Cc1ccc2c(c1)O[C@H](CN(C)C(=O)Nc1ccccc1)[C@@H](C)CN([C@H](C)CO)S2(=O)=O do in these assays?
CHRM5 antagonist: -3; M4 ag: 2; M5 PAM: 3; CHO-K1 Ca ag: 0.0; CHRM4 antagonist: 1; CHO-K1 Ca antag: -5; M1 PAM parental: 8; CHRM4 PAM: 5; CHRM5 agonist: 0

How did CCC(C(=O)NC1CCCC1)n1c(SCc2cccc(C)c2)nc2ccncc21 (stereo unspecified) do in these assays?
CHRM5 antagonist: 3; M4 ag: 2; M5 PAM: -9; CHO-K1 Ca ag: 0.8; CHRM4 antagonist: 6; CHO-K1 Ca antag: 2; M1 PAM parental: 3; CHRM4 PAM: -9; CHRM5 agonist: -4

What do the screens show for `Cc1c(OCC(=O)NC(Cc2c[nH]c3ccc(O)cc23)C(=O)O)ccc2c3c(c(=O)oc12)CCC3` (stereo unspecified)?
CHRM5 antagonist: 2; M4 ag: 1; M5 PAM: 12; CHO-K1 Ca ag: 0.4; CHRM4 antagonist: -2; CHO-K1 Ca antag: -3; M1 PAM parental: 2; CHRM4 PAM: 11; CHRM5 agonist: 2

Results for COC(=O)CC1Oc2ccccc2N(Cc2ccccc2)C1=O (stereo unspecified) ?
CHRM5 antagonist: 8; M4 ag: 0; M5 PAM: -6; CHO-K1 Ca ag: 0.8; CHRM4 antagonist: -16; CHO-K1 Ca antag: -10; M1 PAM parental: 24; CHRM4 PAM: 11; CHRM5 agonist: 0

How did Cc1ccccc1NC(=O)CSCCN1C(=O)c2ccccc2C1=O do in these assays?
CHRM5 antagonist: 5; M4 ag: 1; M5 PAM: -5; CHO-K1 Ca ag: 4.4; CHRM4 antagonist: 5; CHO-K1 Ca antag: -2; M1 PAM parental: 22; CHRM4 PAM: -1; CHRM5 agonist: -2

Results for CCOC(=O)NC(=O)CSc1nnc(C)s1 ?
CHRM5 antagonist: -3; M4 ag: -1; M5 PAM: 2; CHO-K1 Ca ag: 0.2; CHRM4 antagonist: -6; CHO-K1 Ca antag: -10; M1 PAM parental: 26; CHRM4 PAM: 3; CHRM5 agonist: 0

Results for CSc1ccccc1NC(=O)CN(C)CC(=O)Nc1ccccc1F ?
CHRM5 antagonist: 3; M4 ag: 0; M5 PAM: 0; CHO-K1 Ca ag: 3.6; CHRM4 antagonist: 0; CHO-K1 Ca antag: -10; M1 PAM parental: 25; CHRM4 PAM: -2; CHRM5 agonist: -2

What do the screens show for `CC(=O)Nc1cc(-c2ccc(C(=O)N3CCOCC3)cc2)cn2c(-c3ccc(F)cc3)cnc12`?
CHRM5 antagonist: 1; M4 ag: 2; M5 PAM: 2; CHO-K1 Ca ag: 2.9; CHRM4 antagonist: -3; CHO-K1 Ca antag: -1; M1 PAM parental: 20; CHRM4 PAM: 8; CHRM5 agonist: -1

What do the screens show for `COc1ccc(C(=O)CSc2n[nH]c(C)n2)cc1[N+](=O)[O-]`?
CHRM5 antagonist: -7; M4 ag: 1; M5 PAM: 5; CHO-K1 Ca ag: -0.1; CHRM4 antagonist: 6; CHO-K1 Ca antag: -11; M1 PAM parental: 6; CHRM4 PAM: 6; CHRM5 agonist: -1

How did Cc1ccc2c(c1)nnc1nnc(SCC(=O)O)n12 do in these assays?
CHRM5 antagonist: 4; M4 ag: 0; M5 PAM: -7; CHO-K1 Ca ag: 0.5; CHRM4 antagonist: 3; CHO-K1 Ca antag: 5; M1 PAM parental: 0; CHRM4 PAM: -5; CHRM5 agonist: -1

How did Cc1nn(CCCC(=O)NCc2ccccc2)c(=O)c2nn(-c3ccccc3)c(C)c12 do in these assays?
CHRM5 antagonist: 2; M4 ag: 0; M5 PAM: 3; CHO-K1 Ca ag: -1.2; CHRM4 antagonist: -19; CHO-K1 Ca antag: -15; M1 PAM parental: 11; CHRM4 PAM: 0; CHRM5 agonist: -6

Results for CCOC(=O)COc1cc(N2C(=O)CSCC2=O)c(Cl)cc1Cl ?
CHRM5 antagonist: 1; M4 ag: 2; M5 PAM: -4; CHO-K1 Ca ag: 0.4; CHRM4 antagonist: 7; CHO-K1 Ca antag: -17; M1 PAM parental: 6; CHRM4 PAM: 11; CHRM5 agonist: 1

From PubChem
